Screening results (PubChem)
Cav3 T inh = Cav3.2 calcium influx blockers – cell-based, Fluo-4 calcium fluorescence, FDSS, MLSMR library, primary screen; Voltage-dependent T-type calcium channel subunit alpha-1H (Homo sapiens), O95180; Cav3.2-expressing cells; hits give low values; B-score at 10 µM; actives 4% (n = 100,000);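 active means single-dose well whose peak fluorescence ratio is a statistical outlier from its plate by either plate-standardised score or position-corrected B-score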
Target sequence (O95180 whole entry, looked up): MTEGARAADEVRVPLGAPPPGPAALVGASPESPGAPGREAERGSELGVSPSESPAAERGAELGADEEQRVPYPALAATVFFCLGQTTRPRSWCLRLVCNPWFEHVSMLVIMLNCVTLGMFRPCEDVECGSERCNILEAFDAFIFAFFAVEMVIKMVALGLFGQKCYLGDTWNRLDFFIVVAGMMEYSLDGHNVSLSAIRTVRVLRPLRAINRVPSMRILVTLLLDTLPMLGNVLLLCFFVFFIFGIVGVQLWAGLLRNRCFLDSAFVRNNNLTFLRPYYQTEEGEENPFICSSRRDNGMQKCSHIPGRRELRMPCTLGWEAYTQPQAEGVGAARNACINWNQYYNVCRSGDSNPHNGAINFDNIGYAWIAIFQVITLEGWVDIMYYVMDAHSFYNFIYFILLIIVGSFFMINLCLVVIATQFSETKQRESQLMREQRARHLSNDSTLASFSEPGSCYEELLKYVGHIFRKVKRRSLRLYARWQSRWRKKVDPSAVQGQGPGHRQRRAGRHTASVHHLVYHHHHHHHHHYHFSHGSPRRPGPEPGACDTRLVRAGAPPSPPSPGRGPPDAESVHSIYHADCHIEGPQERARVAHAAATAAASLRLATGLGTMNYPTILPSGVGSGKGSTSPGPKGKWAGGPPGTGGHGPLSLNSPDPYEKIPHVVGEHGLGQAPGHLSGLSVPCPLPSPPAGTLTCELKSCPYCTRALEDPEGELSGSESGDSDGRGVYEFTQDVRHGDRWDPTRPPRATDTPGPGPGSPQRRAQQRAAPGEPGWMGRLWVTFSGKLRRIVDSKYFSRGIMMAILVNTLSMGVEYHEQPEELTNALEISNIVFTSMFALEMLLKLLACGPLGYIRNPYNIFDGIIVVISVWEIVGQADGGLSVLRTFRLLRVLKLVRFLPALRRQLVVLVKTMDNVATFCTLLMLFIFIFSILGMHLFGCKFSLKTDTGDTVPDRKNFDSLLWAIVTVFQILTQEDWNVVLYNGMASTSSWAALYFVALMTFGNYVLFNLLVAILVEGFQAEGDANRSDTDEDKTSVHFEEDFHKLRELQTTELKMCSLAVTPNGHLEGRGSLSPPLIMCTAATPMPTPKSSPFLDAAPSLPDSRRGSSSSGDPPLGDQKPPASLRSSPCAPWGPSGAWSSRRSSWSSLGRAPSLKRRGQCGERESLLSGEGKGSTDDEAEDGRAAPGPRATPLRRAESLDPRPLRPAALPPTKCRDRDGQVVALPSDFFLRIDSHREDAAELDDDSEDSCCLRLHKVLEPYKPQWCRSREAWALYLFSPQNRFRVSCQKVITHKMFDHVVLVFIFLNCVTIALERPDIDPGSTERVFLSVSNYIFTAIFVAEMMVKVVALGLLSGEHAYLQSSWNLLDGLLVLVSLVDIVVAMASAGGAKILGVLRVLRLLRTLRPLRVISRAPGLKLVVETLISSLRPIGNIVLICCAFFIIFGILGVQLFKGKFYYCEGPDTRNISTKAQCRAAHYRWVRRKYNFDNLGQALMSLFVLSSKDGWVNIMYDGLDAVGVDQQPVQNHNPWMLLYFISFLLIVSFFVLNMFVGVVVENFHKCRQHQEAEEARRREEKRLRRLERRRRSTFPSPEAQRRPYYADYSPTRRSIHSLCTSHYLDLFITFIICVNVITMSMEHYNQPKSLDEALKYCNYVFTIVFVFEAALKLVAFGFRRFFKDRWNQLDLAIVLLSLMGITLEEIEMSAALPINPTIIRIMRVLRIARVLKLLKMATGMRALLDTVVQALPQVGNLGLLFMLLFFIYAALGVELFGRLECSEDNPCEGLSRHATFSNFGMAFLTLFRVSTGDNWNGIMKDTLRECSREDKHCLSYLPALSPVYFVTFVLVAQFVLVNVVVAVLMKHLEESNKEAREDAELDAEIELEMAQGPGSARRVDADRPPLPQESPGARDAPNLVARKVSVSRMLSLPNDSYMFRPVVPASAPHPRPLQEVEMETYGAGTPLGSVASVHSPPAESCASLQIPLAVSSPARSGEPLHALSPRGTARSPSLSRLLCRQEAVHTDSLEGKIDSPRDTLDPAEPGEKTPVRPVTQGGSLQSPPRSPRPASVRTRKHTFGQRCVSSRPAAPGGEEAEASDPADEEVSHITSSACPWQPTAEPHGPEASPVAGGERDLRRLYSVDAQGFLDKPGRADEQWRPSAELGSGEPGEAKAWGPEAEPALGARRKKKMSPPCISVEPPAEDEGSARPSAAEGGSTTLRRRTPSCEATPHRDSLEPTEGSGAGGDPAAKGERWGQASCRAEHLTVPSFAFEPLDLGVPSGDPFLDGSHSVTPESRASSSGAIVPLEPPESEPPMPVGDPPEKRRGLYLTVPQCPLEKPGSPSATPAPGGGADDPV
* = called active by the depositor. Not all compounds are listed; the hit share may differ from the screen's.

Cav3 T inh	canonical_smiles
-0.159	O=S(=O)(c1ccc2c(c1)OCCO2)N1CCN(Cc2ccc3c(c2)OCO3)CC1
-0.858	CCCCCCCCc1nc(=S)[nH][nH]1
1.97	COc1ccc(OC)c(-n2c(SCC(N)=O)nnc2-c2c[nH]c3ccccc23)c1
-0.278	CN(C)CCSc1nnc(-c2ccccc2)o1
-0.494	Cc1cccnc1Nc1nc(-c2ccc(O)cc2O)cs1
0.125	Cc1ccc(C(=O)c2sc3nsc(C)c3c2N)cc1
0.0208	O=C(O)/C=C/c1cnc[nH]1
0.405	Cc1ccc(S(=O)(=O)O/N=C2/CCCc3occc32)cc1
-0.593	CCn1ncc(Br)c1C(=O)Nc1cc(C(=O)OC)ccc1C(=O)OC
-0.0472	Nn1c(Nc2ccccc2)nc2sc3c(c2c1=O)CCC3
-0.0761	O=C(CSc1nnc(-c2ccncc2)n1Cc1ccco1)Nc1nccs1
-1.54	CSc1ccccc1NC(=O)c1cnccn1
-6.87*	Cc1ccc(C(=O)NCCSc2c(C)[nH]c3ccccc23)cc1[N+](=O)[O-]
0.227	O=C(CSc1nnc(-c2ccc(OC(F)F)cc2)o1)N1CCOCC1
0.0248	Cc1cc(C(=O)CSc2nnc(-c3ccncc3)n2-c2ccccc2)c(C)n1C
-0.0873	CCOc1ccc(NC(=O)C(C)Oc2ccccc2C(=O)Nc2ccc(C)c(Cl)c2)cc1 (stereo unspecified)
-0.469	N#Cc1nc(Cc2cccc3ccccc23)oc1N1CCOCC1
0.783	CN(C(=O)c1ccc(-c2nn(C)c(=O)c3ccccc23)cc1)c1ccccc1
-2.99	O=C(NC(Cc1c[nH]c2ccccc12)c1nnc2n1CCCCC2)c1ccc(Cl)cc1 (stereo unspecified)
-0.126	CCCOC(=O)c1ccc(NC(=O)COC)cc1
-1.9	COC(=O)c1ccccc1OCC(=O)N1CCN(c2ccc(Cl)cc2)CC1
-0.766	CCOc1ccc(-c2cc3nc(C4CCN(C(=O)OC(C)(C)C)CC4)c(C(=O)O)cn3n2)cc1
0.372	Cc1cc(C)cc(SCc2noc(C(=O)NCCCN3CCOCC3)c2C(=O)NCCCN2CCOCC2)c1
-1.12	O=C(NCCCNCc1ccccc1)/C(=N\O)c1ccccc1
-1.86	O=C(NCCc1ccccc1F)C1CCCN1S(=O)(=O)c1ccc2ccccc2c1 (stereo unspecified)
-0.381	COC(=O)C1=C(C)Nc2nnnn2C1c1cccnc1 (stereo unspecified)
1.14	COC(=O)C(CCCCN1C(=O)C2C3C=CC(C3)C2C1=O)N1C(=O)C2C3C=CC(C3)C2C1=O (stereo unspecified)
-1.66	CCOC(=O)c1ccccc1N/C=C/C(=O)c1ccccc1
0.521	CC(C)OC(=O)C1=C2SCC(=O)N2C(N)=C(C#N)C1
-3.39	COc1ccc2oc(=O)c(C(=O)N3CCCc4ccccc43)cc2c1
1.15	O=C(NCCCn1ccnc1)C(Cc1ccccc1)N1C(=O)c2ccccc2C1=O (stereo unspecified)
1.64	c1ccc(-n2c(SCc3ccncc3)nnc2-c2ccco2)cc1
2.76	O=c1[nH]c(=O)n(Cc2ccccc2)c2c1C(C(F)(F)F)(C(F)(F)F)N=C(c1ccco1)N2
0.5	Clc1cccc(Cl)c1Cn1nnc(-c2cccs2)n1
1.92	N#CCSc1nnc(COc2ccccc2)n1-c1ccccc1
0.876	CC1(C)CC(=O)N(CC(=O)N2CCN(c3ncccn3)CC2)c2ccccc2S1(=O)=O
0.358	COC(=O)Cn1c(C(F)(F)F)nc2ccccc21
0.183	CCN1CCN(C(=S)c2ccc(Cl)cc2)CC1
-1.38	N#Cc1ccc(CSc2nnc(Nc3ccccc3)s2)cc1
-0.641	O=c1oc2c3c4c(cc2c2c1CCC2)OCCN4CCC3
-1.63	COc1ccc(CN2CCN(C(=O)C3CC(=O)N(C4CCCCCC4)C3)CC2)c(OC)c1OC (stereo unspecified)
0.00951	CC1CCc2sc3nc(NCc4ccco4)n4ncnc4c3c2C1 (stereo unspecified)
-0.72	CC(=O)c1ccc(-c2ccc([C@H]3[C@@H]4C=CCC[C@@]4(C)C(=O)N3Cc3ccccc3)c(F)c2)cc1
0.0087	CCCC(=NCc1ccccc1)C1=C(O)C(C(=O)OC)C(C)(C)CC1=O (stereo unspecified)
2.76	Cc1nn(C)cc1CNC(=O)Nc1cccc(Cl)c1
-0.262	COc1ccc(C(c2sc3nc(C)nn3c2O)N2CC(C)OC(C)C2)cc1OC (stereo unspecified)
-0.746	CC(C)=CC(=O)OCC(=O)Nc1ncc(Cl)c(C)c1Cl
1.05	CCC(=O)N1c2ccc(S(=O)(=O)N(CCO)Cc3ccccc3)cc2CC1C (stereo unspecified)
-3.82	O=C(CSc1nc2ccccc2c(=O)n1NC(=O)c1ccccc1)c1ccccc1
-0.387	CC1CCN(S(=O)(=O)c2ccc(NC(=S)NC(=O)c3ccc(Cl)cc3)cc2)CC1
-5.55*	COc1cccc(NC(=O)C(=O)N/N=C/c2cc(C)n(-c3ccc(Cl)c(Cl)c3)c2C)c1
-0.835	C#CCNc1c(C)c(C)nc2ncnn12
-0.518	COc1ccc(Nc2ccccc2)c(C)c1
-0.219	Clc1ccc(-c2nc3ncccn3c2Nc2ccc3c(c2)OCCO3)cc1
-0.0151	CC1(C)C(=O)Nc2ccccc2N1C(=O)COc1ccc(S(=O)(=O)N2CCOCC2)cc1Cl
0.117	CC(C)(C)N(NC(=O)Nc1ccccc1)C(=O)c1ccccc1Cl
-2.1	O=C(CSCc1ccccc1Cl)NNC(=S)Nc1ccccc1
1.36	CS(=O)(=O)N1CCN(c2ccccc2NC(=O)c2cccnc2Cl)CC1
1.11	COc1cc(OC)c(C(=O)/C=C/c2ccccc2)c(O)c1O
-3.23	COc1cccc(C(=O)CN2C(=O)C(C)(C)Oc3ccc(C(=O)N4CCCCCC4)cc32)c1

Records above printed as active in Cav3 T inh.
Cav3 T inh	canonical_smiles
-6.87*	Cc1ccc(C(=O)NCCSc2c(C)[nH]c3ccccc23)cc1[N+](=O)[O-]
-5.55*	COc1cccc(NC(=O)C(=O)N/N=C/c2cc(C)n(-c3ccc(Cl)c(Cl)c3)c2C)c1

Looked up one by one from above:
Cav3 T inh	canonical_smiles
1.92	N#CCSc1nnc(COc2ccccc2)n1-c1ccccc1
0.0087	CCCC(=NCc1ccccc1)C1=C(O)C(C(=O)OC)C(C)(C)CC1=O (stereo unspecified)
0.405	Cc1ccc(S(=O)(=O)O/N=C2/CCCc3occc32)cc1
2.76	Cc1nn(C)cc1CNC(=O)Nc1cccc(Cl)c1

The results go on.
Cav3 T inh	canonical_smiles
-10*	O=C(Cc1ccccc1)NC(NCCc1ccccc1)C(Cl)(Cl)Cl (stereo unspecified)
-2.42	CCOc1cc(C(=O)CCC(=O)OCC(=O)N2c3ccccc3NC(=O)C2(C)C)ccc1O
-4.29	C=CCNC(=O)c1cc2nc(C3CC3)cc(C(F)F)n2n1
-5.23*	CCCCNc1c2c3c(cccc3n(C)c1=O)C(=O)c1ccccc1-2
-0.102	Cc1ccc(Oc2coc3cc(OC(=O)c4cccs4)ccc3c2=O)cc1
-0.872	CCc1cccc(CC)c1NC(=O)CN1CCN(c2ccccc2)CC1
0.0878	Cc1cc[n+](CCC(=O)O)c2ccccc12
-2.97	Cc1cccc(OCc2nnc(SCC(=O)N3c4ccccc4CC3C)n2C)c1C (stereo unspecified)
-1.4	CCC(c1nnc(SCC(=O)N2CC(=O)Nc3ccccc32)n1Cc1ccccc1)N(C)C (stereo unspecified)
0.646	COc1ccc(-c2nc(=S)[nH][nH]2)cc1
0.81	C[C@@H](C(=O)N1CCNCC1)n1cc(CCC(=O)O)nn1
-0.552	COCCn1c(SCC(=O)N2CCCCC2)nc2cccnc21
0.0357	CCOc1ccc(OCC)c(NC(=O)CCn2c(=O)oc3ccccc32)c1
0.475	O=C(CC1=NC2(CCCC2)Cc2ccccc21)N1CCOCC1
0.0289	CCCCNC(=O)Nc1nnc(-c2ccc(Cl)cc2)o1
0.494	CCNC(=O)Nn1c(C)nnc1C
0.00436	Cc1csc(NC(=O)C2COc3ccccc3O2)n1 (stereo unspecified)
-2.46	CCN1CCc2nc(NC(=O)CC(c3ccccc3)c3ccccc3)sc2C1
1.57	COCCN1C(=O)N[C@@H](CCc2ccccc2)C(C(C)=O)=C1C
-0.685	CC(C)COC(=O)C1[C@H]2C(=O)N(Cc3cccs3)C[C@]23C=C[C@H]1O3 (stereo partly specified)
0.0819	Cc1ccc(CCNC(=O)Cn2cccc2)cc1
-0.96	N#Cc1cc2c(nc1SCc1ccc(Cl)cc1)CCCC2
1.11	O=C(NN1C(=O)C2C3C=CC(C4CC34)C2C1=O)c1ccc(Cl)cc1Cl (stereo unspecified)
-1.23	O=C(CCC(=O)c1cccs1)NC(c1ccccc1)c1ccccc1
-0.163	C=CC(O)Cc1c(C)n[nH]c1C (stereo unspecified)
1.55	CCOC(=O)N1CCN(C(=S)NCCOC)CC1
-0.286	COCCn1c(=O)[nH]c2cc(C(=O)NCc3cccnc3)ccc2c1=O
0.000843	CN1CCN(Cc2nc3c(c(=O)[nH]c(=O)n3C)n2CCc2ccccc2)CC1
-3.99	CC(C)CNC(=O)NC(=O)CSc1nc2ccccc2n1CC(C)C
-0.434	c1cc2c(cc1CN1CCOCC1)OCO2
0.302	Cn1c(CCNC(=O)c2ccccc2)nc2cc(NC(=O)c3ccco3)ccc21
-6.25*	Cc1ccc(NC(=O)CSC(N)=O)cc1Cl
-0.065	CCn1cc(S(=O)(=O)CC(=O)Nc2cc(C)on2)c2ccccc21
0.167	Cc1ccc(CSc2nnc(-c3ccccc3N)c(=O)[nH]2)cc1
-0.0906	Cc1ccc2cc(CCNC(=O)CC(C)(C)C)c(=O)[nH]c2c1C
-5.13*	CCOc1ccc(C(CCc2ccccc2)NC(=O)c2ccccc2)cc1OCC (stereo unspecified)
-0.304	Cc1nc(C)c(C(=O)Nc2ccccc2-c2ccccc2)o1
-0.00471	COc1ccc(OC)c(-c2nnc(-c3ccc(C)o3)o2)c1
-0.682	COC(=O)c1sccc1NC(=O)c1ccc(C)s1
0.496	Cc1ccc(NC(=O)c2ccc(CSc3nnc(-c4ccncc4)n3C)cc2)cc1
-0.352	CCCCC(=O)Nc1ccnc(-c2cccnc2)n1
0.695	COc1cccc(-n2c(Cc3cc(=O)[nH]c(=O)[nH]3)nnc2SCC(=O)NC2CCCCC2)c1
0.0399	CCOC(=O)CSc1nnc(-c2ccco2)n1-c1ccccc1
0.352	O=C(CSc1nnc(-c2ccc(Br)o2)n1Cc1ccccc1)c1ccccc1F
-0.581	Cc1nc(C(=O)NCCC(C)C)sc1C1(C)CC(c2cccc([N+](=O)[O-])c2)=NO1 (stereo unspecified)
-1.11	O=C(CCc1ccccc1)Nc1cc(C(F)(F)F)ccc1Cl
0.458	CN(C)S(=O)(=O)n1ccnc1
0.0852	CC(C)Cc1nc(S(=O)(=O)c2ccc(Cl)cc2)c(N2CCOCC2)o1
-2.69	CC(C)OCCCNc1ncnc2c1[nH]c1ccc(F)cc12
-0.384	COc1ccc(C2N(c3ccccn3)C(=O)C3CCCN32)c(OC)c1 (stereo unspecified)
-8.63*	COC(=O)C(Cc1cnc(Cl)s1)(C(=O)OC)c1ccc(C(F)(F)F)cc1[N+](=O)[O-]
-3.38*	Cc1cccc(COCC(Cc2ccccc2)N2CCN(C(=O)c3cc(Cl)cc(Cl)c3)CCC2=O)c1 (stereo unspecified)
-4.13	CCC(C)(C)n1nnnc1C(c1ccc(C)cc1)N1CCC(C)CC1 (stereo unspecified)
-1.6	Cn1cccc1Cc1nnc(SCC(=O)NC2CCCCC2)n1CCc1ccccc1
0.979	CC(C)CC(=O)Nc1cc(NC(=O)CC(C)C)cc(C(=O)NC(C)(C)C)c1
0.87	Cc1cc(SC(C)C(=O)Nc2c(C)n(C)n(-c3ccccc3)c2=O)nc2ccccc12 (stereo unspecified)
0.566	O=C(Cn1nc(Cc2ccncc2)c2ccccc2c1=O)N1CCN(C(=O)c2ccco2)CC1
1.76	O=C1c2c(O)cc(O)cc2O[C@H](c2ccc(O)cc2)[C@H]1O
-1.06	COc1ccc(C2C(C(C)=O)=C(C)N=c3s/c(=C\c4ccco4)c(=O)n32)c(OC)c1 (stereo unspecified)
1.07	Cc1ccc(C)c(-n2c(CNc3ccc(F)cc3)nnc2SCC(N)=O)c1

7 entries from above, arranged by length of the SMILES, highest first:
Cav3 T inh	canonical_smiles
-3.38*	Cc1cccc(COCC(Cc2ccccc2)N2CCN(C(=O)c3cc(Cl)cc(Cl)c3)CCC2=O)c1 (stereo unspecified)
0.87	Cc1cc(SC(C)C(=O)Nc2c(C)n(C)n(-c3ccccc3)c2=O)nc2ccccc12 (stereo unspecified)
0.302	Cn1c(CCNC(=O)c2ccccc2)nc2cc(NC(=O)c3ccco3)ccc21
1.07	Cc1ccc(C)c(-n2c(CNc3ccc(F)cc3)nnc2SCC(N)=O)c1
-4.13	CCC(C)(C)n1nnnc1C(c1ccc(C)cc1)N1CCC(C)CC1 (stereo unspecified)
-0.00471	COc1ccc(OC)c(-c2nnc(-c3ccc(C)o3)o2)c1
0.0399	CCOC(=O)CSc1nnc(-c2ccco2)n1-c1ccccc1

As a working copy, 4 of the compounds above.
Cav3 T inh	canonical_smiles
-0.065	CCn1cc(S(=O)(=O)CC(=O)Nc2cc(C)on2)c2ccccc21
0.167	Cc1ccc(CSc2nnc(-c3ccccc3N)c(=O)[nH]2)cc1
-0.0906	Cc1ccc2cc(CCNC(=O)CC(C)(C)C)c(=O)[nH]c2c1C
-5.13*	CCOc1ccc(C(CCc2ccccc2)NC(=O)c2ccccc2)cc1OCC (stereo unspecified)

(further entries)
Cav3 T inh	canonical_smiles
0.731	CC(C)(O)C#Cc1ccc(C(=O)N2CCC(C(N)=O)(N3CCCCC3)CC2)cc1
0.536	CC1CCN(C(=O)c2ccc(-n3cnnn3)cc2)CC1
-1.01	CN(C(=O)c1ccccc1Cl)C1CCCCC1
0.005	Cn1c(NC(=O)c2ccccc2)c(-c2cccs2)c(=O)c2ccccc21
-2.45	CCn1cc([N+](=O)[O-])c(C(=O)N2N=C3/C(=C/c4cccs4)CCCC3C2c2cccs2)n1 (stereo unspecified)
0.763	Nc1ccc2oc(CCc3ccccc3)nc2c1
-0.23	CC(NC(=O)C1CCC(CNc2c(N3CCOCC3)c(=O)c2=O)CC1)c1ccccc1 (stereo unspecified)
-2.03	Fc1ccccc1N1CCN(C(c2ccccn2)c2nnnn2C2CCCCC2)CC1 (stereo unspecified)
-3.37	CC(C)(C)c1ccc(-c2n[nH]c(=S)n2C2CCCC2)cc1
